Screens: PubChem BioAssay, several laboratories
HePTP inhibitor: inhibitors of human HePTP phosphatase; 110,000 compounds, 0.64% hits; recombinant HePTP phosphatase activity, OD absorbance; P35236; inhibition, % at 20 µM; in the data active = inhibition above about 50%;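 note: plate controls were vehicle for no effect and reference inhibitor for full effect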
Target sequence (P35236 whole entry, looked up): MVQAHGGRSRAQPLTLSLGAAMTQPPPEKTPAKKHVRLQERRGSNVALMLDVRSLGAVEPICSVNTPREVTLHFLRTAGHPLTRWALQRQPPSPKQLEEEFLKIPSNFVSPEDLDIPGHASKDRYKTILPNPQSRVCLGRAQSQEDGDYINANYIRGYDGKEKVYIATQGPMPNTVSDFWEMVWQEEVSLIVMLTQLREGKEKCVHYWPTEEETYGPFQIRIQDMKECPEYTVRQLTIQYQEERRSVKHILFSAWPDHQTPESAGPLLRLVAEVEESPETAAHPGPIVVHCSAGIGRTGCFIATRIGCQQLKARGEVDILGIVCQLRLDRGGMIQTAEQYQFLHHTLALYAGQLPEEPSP
BAP1 inh: inhibitors of human BAP1 deubiquitinase | recombinant BAP1, Ub-AMC hydrolysis fluorescence kinetic; hits give low values | 72,000 compounds, 0.48% hits | activity remaining (% of control), % at 20 µM | Q92560;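 active = activity remaining at or below 50% of control, provided the compound also passes the data quality filters; inactive = the rest, including low values that fail the filters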;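 note: 100% = DMSO wells rate and 0% = substrate alone blank rate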
Target sequence (Q92560 whole entry, looked up): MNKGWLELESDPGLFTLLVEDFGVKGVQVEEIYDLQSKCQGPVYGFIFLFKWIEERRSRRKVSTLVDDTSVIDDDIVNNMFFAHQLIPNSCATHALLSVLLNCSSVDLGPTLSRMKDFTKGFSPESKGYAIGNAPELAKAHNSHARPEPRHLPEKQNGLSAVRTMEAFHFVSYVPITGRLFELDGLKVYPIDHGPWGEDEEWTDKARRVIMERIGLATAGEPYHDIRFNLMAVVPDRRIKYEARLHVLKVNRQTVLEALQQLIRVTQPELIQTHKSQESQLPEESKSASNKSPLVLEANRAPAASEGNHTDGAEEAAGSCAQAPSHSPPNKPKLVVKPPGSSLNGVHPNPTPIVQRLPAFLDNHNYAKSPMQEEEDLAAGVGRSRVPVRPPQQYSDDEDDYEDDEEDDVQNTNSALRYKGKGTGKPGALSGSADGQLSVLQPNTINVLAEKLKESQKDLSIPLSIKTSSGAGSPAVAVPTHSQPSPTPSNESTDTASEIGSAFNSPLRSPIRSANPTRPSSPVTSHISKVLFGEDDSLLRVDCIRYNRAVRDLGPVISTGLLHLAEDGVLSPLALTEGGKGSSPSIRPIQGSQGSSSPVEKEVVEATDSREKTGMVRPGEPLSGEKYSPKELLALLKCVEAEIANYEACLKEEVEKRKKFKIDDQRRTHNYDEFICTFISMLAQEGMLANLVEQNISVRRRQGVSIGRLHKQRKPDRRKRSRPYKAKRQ
An asterisk follows results filed as active; nt = not tested or not shown; & = joins results of further samples.

HePTP inhibitor	BAP1 inh	SMILES
4.0	105.3	COc1ccc(C(c2nnnn2CC2CCCO2)N2CCN(c3ccccc3)CC2)cc1 (centres undefined)
7.7	81.5	Cc1cc(=O)oc(C)c1C(=O)Nc1ccc2nsnc2c1
10.8	88.2	Cc1cc(C(=O)Nc2sc3c(c2C#N)CCCC3)no1
-22.3	nt	COc1ccccc1C(=O)N/N=C(\C)c1ccc(C)o1
-3.6	60.1	CCOCCc1nnc(NC(=O)CN2C(=O)c3ccccc3C2=O)s1
5.9	61.0	O=S(=O)(NCC1CCCO1)c1ccc(Br)s1 (centres undefined)
2.9	99.3	CCOc1ccc(C(=O)CN2CCN(S(=O)(=O)c3ccc(OC)cc3)CC2)cc1
1.4	104.4	CCc1cccc(NS(=O)(=O)c2ccc3c(c2)oc(=O)n3C)c1
2.8	nt	CN(C)c1ccc(NC(=O)C2CC(=O)N(c3ccc(F)cc3)C2)cc1 (centres undefined)
-4.2	120.0	CCC(=O)c1ccc(OCC(=O)O)cc1
-0.4	nt	Cc1ccc(S(=O)(=O)NC(=O)Nc2ccccc2C(F)(F)F)cc1
12.5	201.6	CCOC(=O)c1cc2c(=O)n3cccc(C)c3nc2n(Cc2ccco2)c1=NC(=O)c1cccnc1
6.2	84.6	COc1cc(NC(=O)C2CCCO2)c(OC)cc1NC(=O)c1ccccc1 (centres undefined)
-3.6	nt	CCC(=O)Nc1sc(C)c(C)c1C(N)=O
2.5	91.9	CC(C)(C)n1ncc2c(=O)n(CC(=O)NCc3ccco3)cnc21
3.6	86.2	O=C(NCCN1CCOCC1)c1ccccc1Oc1ccccc1
-15.1	nt	CN1CCN(Cc2c(O)ccc3c(=O)c(-c4ccc(Cl)cc4Cl)coc23)CC1
6.5	nt	O=C1CC(N2CCC(Cc3ccccc3)CC2)C(=O)N1CCc1ccccc1 (centres undefined)
1.0	nt	Cc1cc(C)c(NC(=O)c2ccc3c(c2)C(=O)N(c2ccc(Sc4ccc([N+](=O)[O-])cc4)cc2)C3=O)c(C)c1
7.0	62.7	COc1ccc(N2CCCn3c2nc2c3c(=O)n(CCN3CCOCC3)c(=O)n2C)cc1
nt	75.5	COc1ccc(NC(=O)c2cc3ccccc3oc2=O)cc1Cl
nt	71.7	CCc1nc2sc3ccccc3c(=O)c2c(=O)n1Cc1ccco1
6.9	nt	COc1ccc(N2C(=O)NC(=O)/C(=C\c3ccc(OCc4cccc(F)c4)c(OC)c3)C2=O)cc1
-4.3	nt	O=C1C(c2ccccc2)=C(c2ccccc2)C(=O)N1O

Sorted by molar mass (largest number first): 3 of the compounds above.
HePTP inhibitor	BAP1 inh	SMILES
12.5	201.6	CCOC(=O)c1cc2c(=O)n3cccc(C)c3nc2n(Cc2ccco2)c1=NC(=O)c1cccnc1
10.8	88.2	Cc1cc(C(=O)Nc2sc3c(c2C#N)CCCC3)no1
-4.3	nt	O=C1C(c2ccccc2)=C(c2ccccc2)C(=O)N1O

The list goes on:
HePTP inhibitor	BAP1 inh	SMILES
7.1	104.7	O=C(CCN1C(=O)C2C3C=CC(C3)C2C1=O)NCc1cccnc1 (centres undefined)
6.7	nt	Cc1ccc(C(=O)C[n+]2cccc(C(N)=O)c2)cc1[N+](=O)[O-]
5.6	nt	COc1ccc(NC(=O)C2=C(C)NC(=S)NC2c2ccc(OC)cc2)cc1 (centres undefined)
-0.5	nt	CCOc1ccccc1NC(=O)CCCOc1ccccc1
-1.9	nt	COc1ccccc1NC(=O)C(=O)NCc1ccco1
4.8	107.3	CC1CCc2nc3ccc(S(=O)(=O)N4CCC(C(=O)NC5CCCC5)CC4)cc3c(C(=O)O)c2C1 (centres undefined)
3.7	nt	Cc1ccc(-n2nc3cc(C)c(NC(=O)c4cccc(Cl)c4)cc3n2)cc1
-9.2	nt	COc1ccc(N(CC(=O)Nc2ccc(Br)cc2)S(=O)(=O)c2ccc(OC)c(OC)c2)cc1
-1.1	135.0	COc1cccc(CCNC2CC(=O)N(c3ccc(C)cc3)C2=O)c1 (centres undefined)
-3.6	59.5	Cc1occc1-c1nnc2sc(-c3ccc(-c4ccc(Cl)cc4)o3)nn12
3.5	nt	CCCCOC(=O)n1c(SCC(=O)N(C)C)nc2ccccc21
8.0	nt	O=C(c1sc2ccccc2c1Cl)N1CCN(Cc2ccc3c(c2)OCO3)CC1
-4.0	nt	CC(=O)CC(=O)Nc1ccc(NC(C)=O)cc1
1.2	nt	O=C(NCCC(CN1CCOCC1)([N+](=O)[O-])[N+](=O)[O-])c1ccccc1
7.3	nt	Cc1ccc(NC(=O)C(=O)NCCN2CCOCC2)cc1
12.7	nt	O=C1/C(=C\c2ccco2)SC(=S)N1C1CCCCC1
7.6	80.4	O=C1COc2ccc(C(=O)NCc3ccco3)cc2N1
-25.2	nt	CC(=O)c1c(C)n(O)c2ccc(Cl)cc2c1=O
4.4	83.0	Cc1ccc(C(=O)NCCCN2CCOCC2)cc1N1CCCC1=O
3.2	nt	Cc1ccc2nc(-c3ccc(S(=O)(=O)N4CCOCC4)cc3)cn2c1
0.1	nt	COC(=O)C(F)(F)C(F)(F)C(F)(F)OC(F)(C(=O)OC)C(F)(F)F (centres undefined)
-2.1	141.6	CCN1CCc2c(sc3c2c(NCc2ccco2)nc2nnnn23)C1
7.0	nt	CCCCOC(=O)C(NC(=O)c1ccccc1)=C(C)C
0.0	95.7	Cc1cc(=O)oc2c(C)c(OCC(=O)N(C)C)ccc12
10.7	nt	C/C(=N\Nc1cc(-n2cc(C)cn2)ncn1)c1ccc(Cl)c(Cl)c1
-10.2	89.5	Cc1cc(C(=O)COC(=O)CN(C)S(=O)(=O)c2ccc(Cl)cc2)c(C)n1CC1CCCO1 (centres undefined)
-17.5	nt	Cc1cc(=O)oc2c(C(=O)c3ccccc3)c(OC(=O)c3ccccc3)ccc12
2.0	101.5	O=S(=O)(c1ccc(F)cc1)N1CCC(O)(c2ccc3c(c2)OCO3)CC1
3.8	nt	O=c1[nH]cc(N=Cc2ccccc2)c(=O)[nH]1
9.4	104.2	CC(=O)N1CCC(N(C(=O)Nc2ccc(C)c(C)c2)C2CCCC2)CC1
5.6	nt	COC(=O)C1=C(C)N=c2s/c(=C\c3ccc(-c4ccc(OC)cc4[N+](=O)[O-])o3)c(=O)n2C1c1ccccc1 (centres undefined)
11.1	122.7	Cc1ccc(-c2nnc(N3CCN(S(C)(=O)=O)CC3)c3ccccc23)cc1
5.0	78.7	CC(C)OCCCNC(=O)c1sc(=S)n(C)c1N
7.5	96.8	OC(CN1CCN(c2ccccc2)CC1)c1ccc2c(c1)CCN2 (centres undefined)
6.5	98.5	O=C(Nc1cnc2ccccc2c1)c1ccco1
9.1	139.5	COc1ccc(S(C)(=O)=O)cc1S(C)(=O)=O
9.1	nt	O=C(CSCC(=O)Nc1ccc2c(c1)oc1ccccc12)Nc1ccccc1
-8.0	81.7	Cn1c(CSc2ncccn2)nnc1SCC(=O)N1CCCc2ccccc21
-12.2	nt	CC1(C)NC(=O)N(CC(O)COc2cccc3ccccc23)C1=O (centres undefined)
-3.9	nt	COc1ccc(-c2cc(N3CCOCC3)c3cc(OC)c(OC)cc3c2)cc1OC
2.6	120.5	NC(=O)COc1ccc(NC(=O)OCc2ccccc2)cc1
4.3	nt	Cc1nnc(Nc2ccc3c(c2)nc(C)n3Cc2ccccc2)c2ccccc12
4.5	nt	O=C(NCc1ccccc1)C(O)(c1ccc(Cl)cc1)c1ccc(Cl)cc1
nt	52.0	Cc1ccc(C2NC(=O)c3c(sc4c3CCCC4)N2)c(O)c1 (centres undefined)
-0.6	109.4	Cc1noc(C)c1S(=O)(=O)N1CCC(C(=O)N2CCN(c3ccccc3Cl)CC2)CC1
-0.1	nt	CCNC(=O)CC1S/C(=N\N=C2/CCCc3ccccc32)NC1=O (centres undefined)
8.9	nt	O=C(Nc1ccccn1)C(=O)NC1CCCCC1
nt	53.3	CCOc1ccc(C(=O)Nc2ccc3oc(-c4ccc5ccccc5c4)nc3c2)cc1[N+](=O)[O-]
nt	70.9	COc1ccc([N+](=O)[O-])cc1NC(=O)c1ccc(S(=O)(=O)N2CC(C)CC(C)C2)cc1 (centres undefined)
-4.0	87.9	CCN(CC)c1ccc(C(=O)OCC(=O)c2ccco2)cc1
-6.4	nt	CC(C)CC(=O)N1CCN(Cc2cccc(Cl)c2)CC1
24.5	nt	O=C(COc1ccccc1Cl)N1CCN(c2ccccc2)CC1
-8.1	nt	CC(=O)c1ccc(NC(=O)/C(=C\c2ccco2)NC(=O)c2ccco2)cc1
4.4	nt	COc1ccc(OCC(=O)N2c3ccccc3C(Nc3ccccc3)CC2C)cc1 (centres undefined)
8.4	87.2	Cc1[nH]nc2c1C1(CCN(C(=O)OCc3ccccc3)CC1)C(C#N)=C(N)O2
2.9	43.9*	CCn1c(=O)c2cc(C(=O)N3CCN(C(=O)c4ccco4)CC3)sc2c2ccccc21
-2.3	nt	Cc1ccc2nc(-c3cc(NC(=O)c4cccs4)ccc3Cl)oc2c1
-7.5	63.3	CCOc1ccc2nc(NCCNC(=O)Nc3cccc(C)c3)c(C#N)cc2c1
nt	132.6	O=C(COC(=O)c1ccc([N+](=O)[O-])cc1Cl)c1ccc(Br)cc1
nt	94.9	O=C(Cc1ccc([N+](=O)[O-])cc1)Nc1cccc(NC(=O)Cc2ccc([N+](=O)[O-])cc2)n1

(continued)
HePTP inhibitor	BAP1 inh	SMILES
5.7	87.0	CC1(C)CC(NC(=O)CCC2CCCC2)CC(C)(C)N1
1.9	94.1	CCCCOc1cccc(OCCCC)c1C(=O)Nc1cc(C)on1
4.4	nt	O=S(=O)(NCC1CCCO1)c1ccc(Br)c2ccccc12 (centres undefined)
6.5	91.4	Nc1nnc(CCS(=O)(=O)c2cc(Cl)ccc2Cl)s1
16.3	98.0	COc1cc2c(cc1OC)C(C)N(C(=O)c1cc3n(n1)C(C(F)(F)F)CC(c1ccco1)N3)CC2 (centres undefined)
-5.3	83.7	CC1=C(C(=O)N2CCCCCC2)C2(CCC(C)CC2)OC1=O (centres undefined)
3.5	90.1	Cc1ccccc1N1C(=O)C2ON(c3ccccc3)C(c3ccncc3)C2C1=O (centres undefined)
3.9	183.0	CCOC(=O)c1sc2c(c1C)c(=O)c(C(=O)OCC)cn2CC
10.4	93.3	C=CCOC(=O)C(C#N)c1nc2ccccc2nc1N1CCN(Cc2ccccc2)CC1 (centres undefined)
1.3	nt	O=C(CN(c1cccc(Cl)c1)S(=O)(=O)c1ccccc1)Nc1ccccc1Cl
-3.0	nt	O=C(O)CN1C(=O)/C(=C/C=C/c2ccccc2[N+](=O)[O-])SC1=S
-14.4	76.7	Cc1cc(N)n2ncc(-c3cccc(Br)c3)c2n1
-2.6	nt	CCOC(=O)c1c(NC(=O)C2C3C=CC(C3)C2C(=O)O)sc(C)c1C (centres undefined)
6.3	73.9	CC1(C)CC(=O)C2=C(C1)OC(c1ccncc1)C(C#N)=C2N (centres undefined)
13.0	95.9	CC1CCCN(c2ccc(C(=O)NCc3cccs3)cn2)C1 (centres undefined)
nt	90.7	COc1ccc(NC(=O)c2ccc(-c3ccc(-c4noc(C)n4)cc3C)cc2)cc1N1CCN(C)CC1
-9.1	nt	O=S1(=O)CCC(NC(=S)SCc2ccccc2Br)C1 (centres undefined)
-6.2	79.1	CCN(CC)C(=O)CSc1nnc(CCCCCNC(=O)OC(C)(C)C)o1
8.4	nt	COC(=O)c1ccc(CSc2nc(-c3ccc(OC)cc3)nc3c2c(=O)n(C)c(=O)n3C)o1
-16.5	nt	COc1ccc2[nH]c(C(=O)N3CCOCC3)cc2c1
6.5	nt	Cc1ccc(C(=O)Nc2ccc(NC(=O)c3cccc(C)c3)cc2)cc1
-11.9	111.6&118.5	CC(=O)Nc1ccc2c(c1)CCC2=O
3.7	113.3	O=C(CCN1C(=O)C2C3C=CC(C3)C2C1=O)NC1CCCc2ccccc21 (centres undefined)
2.9	nt	CCOC(=O)c1c(NC(=O)CSc2nnc3c(n2)[nH]c2ccccc23)sc2c1CCCC2

Entries of single compounds as entered above.
Results for COc1ccc2[nH]c(C(=O)N3CCOCC3)cc2c1 = HePTP inhibitor = -16.5; BAP1 inh = nt
Results for CCN(CC)C(=O)CSc1nnc(CCCCCNC(=O)OC(C)(C)C)o1 = HePTP inhibitor = -6.2; BAP1 inh = 79.1

4 records drawn at random from those above:
HePTP inhibitor	BAP1 inh	SMILES
2.9	99.3	CCOc1ccc(C(=O)CN2CCN(S(=O)(=O)c3ccc(OC)cc3)CC2)cc1
7.7	81.5	Cc1cc(=O)oc(C)c1C(=O)Nc1ccc2nsnc2c1
7.6	80.4	O=C1COc2ccc(C(=O)NCc3ccco3)cc2N1
-0.5	nt	CCOc1ccccc1NC(=O)CCCOc1ccccc1

Next part:
HePTP inhibitor	BAP1 inh	SMILES
nt	228.6	Cc1ccc(C)c(NC(=O)c2ccc(S(=O)(=O)N3CCc4ccccc4C3)cc2)c1
6.0	97.8	CN1CCN(S(=O)(=O)c2ccc(NC(=O)c3cccc(S(=O)(=O)N4CCCC4)c3)cc2)CC1
100.7*	nt	O=C(CC1S/C(=N\N=C\c2ccco2)NC1=O)Nc1ccc(C(=O)O)cc1 (centres undefined)
-1.4	nt	CC(C)(O)C#Cc1ccc(C(=O)Nc2ccc(F)cc2)cc1
9.8	129.0	CC1CCc2sc3ncn4nc(C(=O)NCc5ccco5)nc4c3c2C1 (centres undefined)
4.9	nt	Cc1ccc2[nH]c3nc(NN)nnc3c2c1
nt	79.8	OCc1cc(C(O)CNCCCCCCOCCCCc2ccccc2)ccc1O (centres undefined)
9.3	96.2	Cn1c([N+](=O)[O-])cnc1COC(N)=O
-1.3	nt	O=C1CCCC2=C1C(c1ccc(OCc3ccccc3)cc1)C1=C(CCCC1=O)O2
3.0	104.0	CCc1ccc(N(CC(=O)O)S(=O)(=O)c2c(C)noc2C)cc1
7.5	nt	O=S(=O)(c1ccc(Cl)cc1)N1CCN(Cc2cccnc2)CC1
4.1	100.8	COCCn1c(SCCN2CCCCC2)nc2ccccc2c1=O
6.3	nt	CCC(=O)Nc1sc2c(c1C#N)CC(C)(C)NC2(C)C
2.5	104.5	CCOCCCn1c(=S)[nH]c2cc3c(cc2c1=O)OCO3
4.8	99.2	C=CCn1c(C#N)c(N)sc1=N
